Coupling enz = qHTS Assay for Inhibitors of Fructose-1,6-bisphosphate Aldolase from Giardia Lamblia: Coupling assay counterscreen; activity change, negative = inhibition, % at 58.2 µM, hits read low; actives 0.67% (n = 290,000); coupling enzyme system counterscreen, AmpLite Red fluorescence; in the data active = activity change below about -30%; note: % is set by controls: 0 for no effect and ±100 for the full control effect
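Final compound at 57.5 uM, incubated 10 min at RT with coupling enzyme reagent (glyceraldehyde-3-phosphate), then 20 min with substrate and AmpLite Red detection. Fluorescence read at 525/598 nm; tests interference with the coupling assay, not aldolase inhibition.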
ASM inhibitor = Inhibitors of Secretory Acid Sphingomyelinase (S-ASM): qHTS; actives 0.006% (n = 340,000); Sphingomyelin phosphodiesterase (Homo sapiens), P17405; placental ASM, HMU-PC fluorogenic substrate, 60 min; Potency, µM (titrated, usually from 57.5 µM), for the others: top-dose activity change, negative = inhibition, actives largely listed as inhibitors; note: potency is the fitted concentration of half-maximal effect
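Fluorogenic HMU-PC substrate (9 uM final) is turned over by placental ASM in 60 min at 37 C after a 10 min compound preincubation. Reaction ended by alkaline stop (pH 10), with fluorescence read at 386/447 nm.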
AT treatment = qHTS Assay for Identifying a Potential Treatment of Ataxia-Telangiectasia; […] A-T fibroblasts, KAP-1 phosphorylation AlphaLISA; neocarzinostatin DNA damage 30 min before lysis; Potency, µM (titrated, usually from 57.5 µM), for the others: top-dose activation, most hits filed as activators; actives 0.19% (n = 320,000); note: potency is the fitted concentration of half-maximal effect; % of control where 0% means no effect; nearly all actives have a fitted effect of over 45% in size
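ATM-like activity read as KAP-1 phosphorylation via AlphaLISA donor/acceptor antibody pairs after lysis and 6 hr at 25C. Cells were ATM-null patient fibroblasts ([…], hTERT), dosed 60 min, then exposed to the DSB inducer NCS for 30 min.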
KCNH2 WT inh = qHTS for Inhibitors of KCHN2 3.1: Wildtype qHTS. AID 720551, 2013. U2OS, BacMam KCNH2, thallium flux FluxOr; stronger effect = lower value. activity change, % at 1.84 µM. Voltage-gated inwardly rectifying potassium channel KCNH2 (Homo sapiens), Q12809. actives 0.37% (n = 340,000);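 active = maximum activity change below -70%; inconclusive = maximum activity change between -70% and -50%; inactive = maximum activity change above -50%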; note: % is set by controls: 0 for no effect and ±100 for the full control effect
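U2OS cells were transduced with wild-type KCNH2 virus (2.03 x 10^8 / mL) for 4 h at room temperature, then cultured overnight at 37 C. Thallium flux was read with FluxOr dye. Rate constants were normalized to DMSO controls.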
MBNL1-CUG inh = qHTS Assay for Inhibitors of MBNL1-poly(CUG) RNA binding; Muscleblind-like protein 1 (Homo sapiens), Q9NR56; TR-FRET MBNL1-His/biotin-(CUG)12 binding, 665/545 ratio; actives 0.036% (n = 280,000); Potency, µM (series often up to 57.5 µM), for inactives: top-dose activity change, negative = inhibition, hits mostly inhibitors; active = well fitted inhibition curve with a large enough effect in the signal ratio, with a control signal flat, not every such curve was filed as active; inconclusive = small, poorly fitted or top-dose-only effect, or effect the other way, or a change in a side signal; inactive = no such curve, though single readings can be large or run the other way; the % refers to the signal ratio; note: potency is the fitted concentration of half-maximal effect; % is set by controls: 0 for no effect and ±100 for the full control effect
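His-tagged MBNL1 binding to biotinylated (CUG)12 RNA was measured by TR-FRET using terbium anti-His antibody (0.055 ng/ul final) and streptavidin-XL665 (5 nM final). Compounds were titrated 92 nM to 58 uM; 60 min at room temperature.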
CXXC DNA block = qHTS Fluorescence Polarization Assay for Inhibitors of MLL CXXC domain - DNA interaction. Histone-lysine N-methyltransferase 2A (Homo sapiens), Q03164. Potency, µM (series often up to 115 µM), inactives show top-dose activity change, negative = inhibition, hits mostly inhibitors. AID 2662, 2010. MLL-CXXC / FITC-HOXA9 DNA fluorescence polarization. actives 0.037% (n = 290,000); active = well fitted inhibition curve with a large enough effect in the polarisation, with a control signal flat, not every such curve was filed as active; inconclusive = small, poorly fitted or top-dose-only effect, or effect the other way, or a change in a side signal; inactive = no such curve, though single readings can be large or run the other way; the % refers to the polarisation; note: potency is the fitted concentration of half-maximal effect
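Steps: dispense CXXC domain solution (7 uM) → pin compounds or unlabeled HOX-A9 DNA control → 5 min ambient → add FLSN-HOX-A9 solution (50 nM) → spin → 30 min ambient → fluorescence polarization. Tris pH 7.5/NaCl/DTT/BSA buffer.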
a7 integrin act = qHTS for Activators of Integrin-Mediated Alleviation for Muscular Dystrophy. alpha7betagal myoblasts, beta-gal FDG fluorescence, 48 h. Potency, µM (highest dose often 38.3 µM), without a hit: top-dose activation, actives largely listed as activators. actives 0.064% (n = 350,000);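 note: potency is the fitted concentration of half-maximal effect; 100% = response of the positive control SU9516; nearly all actives have a fitted effect of over 60% in size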
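alpha7betagal+/- myoblasts (passage 13, 250/well) treated 48 h at 37C with compounds at 1:260 dilution of DMSO stock. Lysed, then beta-galactosidase activity read as FDG fluorescence (ex 480/em 540) after 30 min, with pre-read for autofluorescence.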
KCNH2 3.1 block = qHTS for Inhibitors of KCHN2 3.1: Mutant qHTS | activity change, % (tested at about 1.8 µM) | U2OS KCNH2 3.1, thallium flux FluxOr; stronger effect = lower value | actives 0.95% (n = 340,000) | Potassium voltage-gated channel subfamily H member 2, brain isoform KCNH2 3.1 (human);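 active = maximum activity change below -70%; inconclusive = maximum activity change from -70% to -50%; inactive = maximum activity change above -50%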;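 note: thallium influx rate constant from kinetic fluorescence after stimulation buffer; % is set by controls: 0 for no effect and ±100 for the full control effect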
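We transduce U2OS cells with the mutant 3.1 virus, culture them overnight, load FluxOr with Red40 quencher for 45 min, then add stimulation buffer and read kinetically for 2 min to derive a normalized rate constant.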
TRPV1 ag = HTS Assay for Compounds that Act as Agonists of the Vanilloid Receptor 1. Transient receptor potential cation channel subfamily V member 1 (Homo sapiens), Q8NER1. TRPV1-expressing cells, Fluo-8 calcium influx, agonist mode. activation, % at 8.33 µM. actives 0.19% (n = 320,000). AID 540275, 2011; in the data active = activation above about 80%; inconclusive = between about 30% and that limit; note: 0% is about no effect
Target sequence (Q8NER1 whole entry, looked up): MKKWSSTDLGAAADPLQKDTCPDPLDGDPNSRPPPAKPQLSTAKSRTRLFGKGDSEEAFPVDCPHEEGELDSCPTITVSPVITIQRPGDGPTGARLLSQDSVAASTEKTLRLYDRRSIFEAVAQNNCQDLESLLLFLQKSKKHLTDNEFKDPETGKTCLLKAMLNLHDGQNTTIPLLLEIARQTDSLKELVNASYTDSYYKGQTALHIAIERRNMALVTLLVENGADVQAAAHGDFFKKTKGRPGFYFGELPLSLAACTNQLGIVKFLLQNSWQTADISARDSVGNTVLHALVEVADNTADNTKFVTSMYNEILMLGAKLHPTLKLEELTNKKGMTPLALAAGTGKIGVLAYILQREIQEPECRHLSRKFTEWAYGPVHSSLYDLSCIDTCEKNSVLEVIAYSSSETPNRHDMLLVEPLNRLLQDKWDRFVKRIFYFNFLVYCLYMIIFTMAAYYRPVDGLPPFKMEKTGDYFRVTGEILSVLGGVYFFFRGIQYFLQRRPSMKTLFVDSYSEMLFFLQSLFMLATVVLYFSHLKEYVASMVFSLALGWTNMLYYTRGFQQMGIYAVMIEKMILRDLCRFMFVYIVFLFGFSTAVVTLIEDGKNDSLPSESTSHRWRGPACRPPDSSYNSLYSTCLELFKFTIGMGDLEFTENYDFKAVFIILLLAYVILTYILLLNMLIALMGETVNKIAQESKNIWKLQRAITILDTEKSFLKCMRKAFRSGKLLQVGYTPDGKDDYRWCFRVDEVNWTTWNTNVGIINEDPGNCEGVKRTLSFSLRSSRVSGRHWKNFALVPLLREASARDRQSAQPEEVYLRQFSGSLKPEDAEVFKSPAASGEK
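Fluo-8 calcium influx in TRPV1-expressing cells, kinetic read (ex 480/em 520 nm). Compound added and read 3 min for agonist activity, followed by capsaicin at EC20 final and 2 min further read for enhancement.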
GALK inh = qHTS Assay for Inhibitors of Human Galactokinase (GALK); Purified GALK, Kinase-Glo residual ATP luminescence; Potency, µM (highest dose often 57.5 µM), for the others: at the top dose activity change, negative = inhibition, most hits filed as inhibitors; actives 0.007% (n = 270,000); AID 1868, 2009; note: potency is the fitted concentration of half-maximal effect; % is set by controls: 0 for no effect and ±100 for the full control effect
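ATP-depletion format; final 35 uM ATP, 100 uM D-galactose, 5 nM enzyme; pH 8.0 HEPES/Mg2+ buffer; 60 min RT; luminescence read 10 min after detection reagent.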
Active calls of the source: *; u = inconclusive; x = not tested or not shown; [ ] = remark or other dose. Unless noted, calls come from the whole dose curve; as a rule, active = well fitted curve in the direction sought with a large enough effect; inconclusive = small, poorly fitted or top-dose-only effect, or another doubt; inactive = no such curve, though single readings can be large; an effect the other way counts as inactive or inconclusive.

mol	Coupling enz	ASM inhibitor	AT treatment	KCNH2 WT inh	MBNL1-CUG inh	CXXC DNA block	a7 integrin act	KCNH2 3.1 block	TRPV1 ag	GALK inh
Cc1ccc(Cl)cc1NC(=O)c1cc(NC(=O)CCCC(=O)O)ccc1N1CCCCC1	x	5%	-5%	-12	-6%	13%	-5%	1	9	2%
CC(OC(=O)c1ccco1)C(=O)Nc1nc(-c2ccccc2)cs1 (stereo not drawn)	x	-3%	-4%	-3	x	x	-3%	-2	x	x
CC(C)C(=O)Nc1ccc(NC(=S)NC(=O)c2ccc([N+](=O)[O-])cc2)cc1	-1	-3%	-3%	11	u	19%	5%	-3	5	-1%
COc1ccc(OC)c(S(=O)(=O)N2CCCC(C(=O)NCCc3ccccc3)C2)c1 (stereo not drawn)	x	-4%	12%	-6	2%	13%	-1%	-7	3	4%
O=C(NCCCCc1ccccc1)c1ccccc1	0	0%	10%	-3	-10%	4%	u	0	u	0%
CC[C@]12c3[nH]c4ccccc4c3CCN1C(=O)C(CC(=O)NCC13CC4CC(CC(C4)C1)C3)C[C@@H]2C(=O)N1CCN(C(=O)C2CC2)CC1 (stereo partly drawn)	x	2%	6%	5	x	x	-8%	0	x	x
CN(C)/C=C/c1[nH]c(=O)[nH]c(=O)c1[N+](=O)[O-]	1	0%	-7%	14	u	1%	15%	-4	0	2%
CC(=O)c1cc2c(cc1NS(=O)(=O)c1ccccc1Br)OCO2	0	-2%	-1%	5	2%	11%	-17%	-17	-1	-3%
COc1ccccc1S(=O)(=O)N1CCC(C(=O)O)(c2ccccc2)CC1	0	1%	8%	-11	4%	-4%	-19%	-6	4	-2%
Cc1ccc(C(=O)Nc2cccc(C(F)(F)F)c2)cc1NC(=O)c1[nH]cnc1C(N)=O	x	3%	5%	-31	x	x	-7%	-38	x	x
O=C1C=C(O)CC(c2ccc(Cl)cc2)C1 (stereo not drawn)	6	-2%	-8%	-9	6%	-4%	4%	7	0	0%
Cn1c(SCC(N)=O)nnc1-c1ccc(C(C)(C)C)cc1	0	4%	6%	-4	-1%	-1%	1%	11	4	-1%
N#C/C(=C\c1cccnc1)C(=O)NC1CCCCC1	4	4%	4%	-3	x	-7%	-6%	u	-1	-1%
Cc1c(NC(=O)c2cccs2)c(=O)n(-c2ccccc2)n1C	4	2%	-2%	0	-6%	u	-27%	17	-5	6%
COc1cc(O)c(CCO)c2c1C(=O)C[C@@H](C)O2	1	-6%	15%	1	-8%	2%	25%	0	2	7%
Cc1cccc2cc(C#N)c(SCC#N)nc12	5	9%	-3%	x	70%[activator]	4%	13%	-12	-2	5%
COCCn1c(SCc2ccc(F)cc2)nc2ccccc2c1=O	x	-7%	23%	-43	-6%	-1%	-33%	-27	22	-3%
CCOC(=O)C1(CCc2ccccc2)CCN(C(=O)C2CCOCC2)CC1	1	-6%	0%	-7	-5%	-1%	11%	-2	29	0%
COCCNC(=O)C(c1ccc(C)cc1)N(C(=O)C(=O)NC1CCCC1)c1ccc2c(c1)OCCO2 (stereo not drawn)	2	4%	-4%[11.5 µM]	-4	-4%	-2%	10%	10	-2	4%
CSc1nn(-c2ccc(C(=O)OC(C(=O)NC(N)=O)C(C)C)cc2)c(=S)s1 (stereo not drawn)	3	-1%	4%	11	-3%	-2%	-3%	-13	2	2%
Cc1ccc(Nc2nc(-c3ccc(O)c(O)c3)cs2)nc1	-11	-11%	2%	7	-2%	3%	-33%	6	u	-5%
CCOCc1cc(CN2CCCC(CNC(=O)c3ccco3)C2)ccc1OC (stereo not drawn)	x	3%	-9%	5	-3%	8%	-38%	2	-4	-8%
Cc1ccc(S(=O)(=O)NC(C)(C)CSc2nnc(N)s2)cc1	0	6%	6%	-1	3%	9%	0%	-11	-9	-1%
CN(CC(=O)Nc1ccccc1Br)CC(=O)NC(c1ccccc1)c1ccccc1	x	-3%	9%	-8	x	x	-8%	-47	21	x
COc1cccc2c(=O)n(CC(=O)N3CCCc4ccccc43)ccc12	0	1%	16%	-1	-1%	0%	-20%	-1	6	3%
COc1cc(/C=N/n2nnnc2Nc2ccccc2)cc(OC)c1OC	1	-9%	3%	-14	u	0%	-9%	18	5	-4%
O=C1NCCN/C1=C\C(=O)c1ccc(Br)cc1	3	-9%	-5%	2	u	0%	-39%	u	3	3%
O=C(CN1C2=NCCCN2c2ccccc21)c1ccc(Cl)cc1Cl	1	-3%	-9%	-8	-11%	3%	-18%	u	1	3%
O=[N+]([O-])c1ccc(N=Cc2sc3ccccc3c2O)cc1	4	5%	-4%	2	u	32%[activator]	u	6	8	2%
CC(Oc1ccc(F)cc1F)C(=O)/C=C/N(C)C (stereo not drawn)	1	3%	7%	30	-10%	1%	12%	-16	-18	-2%
COc1ccccc1OCCOC(=O)Nc1ccccc1	-5	1%	3%	0	-21%	9%	9%	-1	5	1%
N=C1SCC(=O)N1c1ncc(Cc2ccccc2Cl)s1	0	-3%	11%	3	20%	-1%	-47%[inhibitor]	-2	14	-3%
Cc1ccc(NC(=O)CCC(=O)N/N=C/c2coc3ccc(F)cc3c2=O)cc1	x	0%	x	1	x	x	15%	1	x	x
CCOC(=O)c1nc(C)[nH]c1C(=O)OCC	-6	4%	4%	-47	12%	4%	-41%	-19	1	-4%
COc1ccc(Br)cc1C(=O)NC(=S)Nc1ccc(Cl)c(C(=O)O)c1	8	-3%	8%	-10	2%	-8%	44%	-2	-5	-1%
O=C(Nc1ccncc1)c1c(F)cccc1F	2	2%	-6%	-1	-2%	4%	33%	-71*	0	-1%
CCC(Sc1nc(N)cc(=O)[nH]1)C(=O)Nc1cc(C)on1 (stereo not drawn)	1	-1%	0%	0	-12%	-3%	-1%	-17	-2	0%
COc1ccc(-c2cc(C(=O)NNC(=S)NC(=O)c3c(-c4ccccc4)noc3C)[nH]n2)cc1	7	-24%	0%	15	5%	-12%	-32%	-3	4	-1%
CC1CCCN(Cc2nc(Cc3ccccc3Cl)no2)C1 (stereo not drawn)	-1	-1%	3%	-5	-5%	-10%	2%	-2	21	2%
CO[C@@H]1[C@@H](OC(N)=O)[C@@H](O)C(Oc2ccc3c(O)c(NC(=O)c4ccc(O)c(CC=C(C)C)c4)c(=O)oc3c2C)OC1(C)C (stereo partly drawn)	x	-16%	-9%	-2	x	x	x	2	1	x
Cc1cc(NCc2ccco2)nc2cc(O)ccc12	4	x	7%	19	11%	-10%	u	-4	1	1%
Cc1ccc(S(=O)(=O)CC(C)N2CCOCC2)c(S(=O)(=O)CC(C)N2CCOCC2)c1 (stereo not drawn)	0	6%	-6%	-224*	-9%	0%	-16%	8	-4	4%
C=CCNC(=O)Cn1nc(-c2ccccc2)ccc1=O	-2	0%	4%	18	12%	1%	12%	7	2	0%
O=C(NC1=NC2CCCCC2N1)c1ccccc1 (stereo not drawn)	1	-2%	-7%	3	-7%	8%	3%	1	3	1%
COc1ccc(CC(=O)NCC2(c3ccc(OC)c(OC)c3)CCOCC2)cc1	-1	1%	1%	-9	u	u	3%	17	1	0%
COc1ccc(NC(=O)C2C3C=CC4(O3)C2C(=O)N(CCN2CCCCC2C)C4C(=O)NC2CCCCC2)cc1 (stereo not drawn)	1	4%	-3%	5	0%	1%	25%	-22	-2	0%
Cc1ccc2c(c1)C(=O)N1[C@H]3c4cc(Br)ccc4OC[C@@H]3[C@H](c3ccccc3)[C@]1(C)C(=O)N2	x	-27%	-3%	4	x	x	-23%	-26	x	x
Cc1cc(NC(=O)c2ccc([N+](=O)[O-])cc2)n(C)n1	0	2%	9%	-1	u	-14%	1%	1	4	x
